NF-kB neuron act – raises NF-kB expression in human neuronal cells; AID 1239; 190,000 tested, 1.6% active; fold change at 12.5 µM; NF-kB reporter expression; stronger effect = higher value; in the data active = fold change above about 3.3
APP 5'UTR act – activates APP 5'UTR luciferase reporter; SH-SY5Y APP 5'UTR luciferase reporter, luminescence; zero percent = DMSO vehicle wells; 190,000 tested, 1% active; activation, % at 2 µM;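 active = activation above a set limit, based on mean plus 3 SD of controls, cut at about 140% in these data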; also: values of inactives mirror those of a sister screen read the other way
FLuc stim CS – firefly luciferase counter-screen for stimulation assays; ATPlite luciferase biochemical, luminescence, 10 min; 0 = ATP-free wells, 1 = DMSO control; AID 1027; 200,000 tested, under 10 active; activation factor at 10 µM; P08659;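 active = luciferase activation factor, scaled between plate controls, of at least 2 with compound at 10 µM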
Target sequence (P08659 whole entry, looked up): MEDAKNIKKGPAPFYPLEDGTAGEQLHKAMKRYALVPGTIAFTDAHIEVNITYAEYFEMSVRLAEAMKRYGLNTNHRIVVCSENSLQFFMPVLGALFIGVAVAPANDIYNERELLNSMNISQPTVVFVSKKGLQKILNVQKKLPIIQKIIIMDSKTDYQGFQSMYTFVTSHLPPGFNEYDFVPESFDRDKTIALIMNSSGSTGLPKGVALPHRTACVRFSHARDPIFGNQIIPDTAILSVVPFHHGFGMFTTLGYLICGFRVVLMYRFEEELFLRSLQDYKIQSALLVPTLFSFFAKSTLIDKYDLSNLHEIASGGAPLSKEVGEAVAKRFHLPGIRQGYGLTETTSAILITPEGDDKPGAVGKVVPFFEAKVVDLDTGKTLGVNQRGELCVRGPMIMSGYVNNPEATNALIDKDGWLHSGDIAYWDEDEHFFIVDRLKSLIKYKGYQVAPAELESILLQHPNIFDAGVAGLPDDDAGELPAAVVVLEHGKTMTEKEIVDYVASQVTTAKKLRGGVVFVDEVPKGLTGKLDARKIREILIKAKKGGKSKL
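Material: luciferase plus luciferin reagent, cell-free. Medium: PBS buffer for ATP. Also added: ATP substrate, dispensed from a 10.24 µM working solution in PBS. Doses: test compounds dosed from 2 mM stocks in 100% DMSO. Incubation: 10 min post-reagent at room temperature. Technique: light output (luminescence). Read-out basis: luminescence gain marking luciferase activators.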
TLR4 MyD88 comp – inhibitors of human TLR4-MyD88 binding; inhibition, % at 8.4 µM; AID 861; HeLa CL3-4 TLR4/MyD88 BLA complementation, FRET ratio; 200,000 tested, 0.18% active; in the data active = inhibition above about 25%;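 also: 0% = vehicle and 100% = reference inhibitor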
APP transl inh – APP translation inhibition. SH-SY5Y APP 5'UTR-luciferase reporter, luminescence. inhibition, % at 2 µM. 190,000 tested, 0.82% active;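 active = inhibition above a set limit, derived from the sample mean plus 3 SD, cut at about 45% in these data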; also: values of inactives mirror those of a sister screen read the other way
Diaph act CS – diaphorase activation or chemical reduction counter-screen; Diaphorase/resazurin coupled assay, resorufin fluorescence, 16 min; stronger effect = higher value; 1 = vehicle wells, 0 = NADH-free wells; activation factor at 20 µM; 190,000 tested, 0.005% active; AID 1229;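 active = diaphorase activity raised at least twofold by the compound at 20 µM; inactive = activation factor below 2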
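Measured by – red resorufin fluorescence at 544/590 nm excitation/emission · Test system – Clostridium kluyveri diaphorase, purified enzyme · Incubation – reaction time 16 min, room temperature · Buffer or medium – 50 mM HEPES pH 7.4 with 4.542 mM MgCl2, 0.005% Tween 20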
G6PDH CS – inhibits Leuconostoc G6PDH, flagging false hits in G6PDH-based assays; inhibition, % at 5 µM; Purified L. mesenteroides G6PDH, diaphorase/resazurin coupled fluorescence, 45 min; AID 1020; 200,000 tested, 0.12% active; in the data active = inhibition above about 50%
STAT1 activator – activators of IFN-gamma induced STAT1 signaling; NIH 3T3 STAT1-luciferase reporter, luminescence; 100% = IFN-gamma alone, no compound; activation (% of control), % at 5.5 µM; 200,000 tested, 2.6% active;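 active = activation above the screen-wide mean activation plus 3 SD, cut at about 130% in these data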;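 also: raw ratio to IFN-gamma control signal so 100% means no change and 0% no light; values of inactives mirror those of a sister screen read the other way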
Diaphorase inh – counter-screen for diaphorase-based assays: diaphorase inhibitors and chemical oxidizers. diaphorase resazurin-to-resorufin fluorescence, NADH, 16 min; bacterial (C. kluyveri) enzyme, not human. inhibition, % at 20 µM. 190,000 tested, 0.69% active;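 active = primary screen inhibition at 20 µM above a set limit, cut at about 50% in these data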;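 also: plate controls were DMSO with full reaction for no effect and wells lacking NADH for full effect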
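Assay system – diaphorase enzyme from Clostridium kluyveri · Amount – diaphorase 0.14 U/mL (working solution) · Times – reaction incubation of 16 min at room temperature · Controls – No-NADH positive control and DMSO neutral control · Signal – resorufin fluorescence 544/590 nm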
FLuc inhib CS – inhibits firefly luciferase, flagging false hits in luciferase inhibition screens | P08659 | ATPLite firefly luciferase biochemical luminescence, 10 min | inhibition, % at 10 µM | 200,000 tested, 1.5% active | AID 1006;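 active = inhibition above about 50% when tested at 10 µM, limit read from the data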
Starred values were filed as active, the others as inactive; nt = no result given.

SMILES	NF-kB neuron act	APP 5'UTR act	FLuc stim CS	TLR4 MyD88 comp	APP transl inh	Diaph act CS	G6PDH CS	STAT1 activator	Diaphorase inh	FLuc inhib CS
CSCCC(NC(=O)c1ccccc1Br)C(=O)N1CCC(C)CC1 (stereo unspecified)	0.91	4	1	0	-4	0.9	4	96	9	-2
C=CCn1c(SCc2ccc(C#N)cc2)nnc1-c1ccc(C)cc1	0.91	4	1.1	7	-4	0.9	4	96	9	-7
CCC(=O)N(C)/C=C1\Sc2ccccc2C1=O	1.1	22	0.8	-5	-22	0.9	3	109	9	22
CCCn1c(N)c(Sc2ccc(C)cc2)c(=O)n(CCC)c1=O	1	-5	1	4	5	0.9	4	80	14	-3
CCOC(=O)CCCNC(=O)c1cncc(O)c1	1.2	0	1.1	-20	0	0.8	-4	97	20	-8
CC(=O)N1CCCc2cc(S(=O)(=O)N(C)CCC#N)ccc21	1.3	-10	1	6	10	0.9	-5	106	11	-3
Cc1ccc(S(=O)(=O)N2CCN(C(=O)CN3CCCCC3)C2)cc1	1.1	-17	1.1	-4	16	0.9	-2	98	7	-7
CC(=O)Nc1ccc(S(=O)(=O)NC(C(=O)O)C(C)C)cc1 (stereo unspecified)	nt	1	nt	-12	-1	nt	nt	98	nt	nt
COc1cccc(/C=N/NC(=O)C(C)n2nc(C)c([N+](=O)[O-])c2C)c1O (stereo unspecified)	1.1	-1	0.8	1	1	0.9	20	113	7	24
C[C@H](NC(N)=O)C(=O)Nc1ccc(OCc2ccccc2)cc1	2.2	52	0.9	-5	-52	1	-6	132*	0	6
CC(=O)Oc1cc2cccc(OC(C)=O)c(=O)c2c(OC(C)=O)c1OC(C)=O	0.51	8	1	-9	-8	0.8	12	87	25	-3
COC(=O)c1ccc(NC(=O)COc2ccc(C3C(C#N)=C(N)Oc4c3ccc3ccccc43)cc2OC)cc1 (stereo unspecified)	1.1	1	1.1	3	-1	0.9	4	101	11	-8
O=C(Nc1ccc(S(=O)(=O)N2CCOCC2)cc1)c1ccco1	0.99	-1	1.1	-13	1	0.8	-4	101	24	-6
O=S(=O)(c1ccc(Br)s1)N1CCN(c2ccccn2)CC1	0.88	-2	1	1	2	0.8	1	102	18	0
COc1ccccc1N1CCN(C(=O)CCC(=O)O)CC1	1.1	-1	1	-6	1	1.1	8	105	-10	-2
COc1ccc(-n2c(SCCC(=O)O)nnc2-c2ccncc2)cc1	1.1	-1	1.1	9	1	0.9	-21	98	7	-9
CC(C(=O)NCC1(c2ccccc2)CCCC1)N1CCOCC1 (stereo unspecified)	1.3	nt	1.1	-13	nt	1	1	100	3	-9
COc1ccc([N+](=O)[O-])cc1NC(=O)COC(=O)C1CC1	1.1	4	1.1	4	-4	1	8	93	3	-6
COc1ccccc1NS(=O)(=O)c1cc(C(=O)N2CC(C)CC(C)C2)ccc1C (stereo unspecified)	0.93	nt	1.1	-13	nt	0.9	7	92	7	-5
COCCCNC(c1ccccc1)c1ccncc1 (stereo unspecified)	0.84	-11	1.1	7	11	0.8	0	95	18	-6
COC(=O)c1sccc1NC(=O)c1c(C)c(-c2cccc(Cl)c2)nc2ccccc12	0.86	-50	1	2	50*	0.8	-14	99	22	-4
Cc1ccc(S(=O)(=O)N2CCC(CN3C(=O)c4cccc5cccc(c45)C3=O)CC2)cc1	0.87	9	1	-12	-9	0.8	5	99	17	-4
Nc1ccc(-c2cc(-c3cccc(N)c3)nc(-c3ccccc3)n2)cc1	0.55	-1	1.1	3	0	0.9	0	106	13	-6
O=c1c2c(n3cnnc3n1-c1ccccc1)-c1ccccc1CC21CCCC1	1.2	1	1	-3	-1	1	-1	103	3	-4
Cc1nnc(SCC(=O)Nc2nccs2)n(N)c1=O	1	-17	1	-11	17	1.2	8	93	-15	-3
CCOC(=O)c1c(NC(=O)CSc2nc3c(c(=O)n(C)c(=O)n3C)n2C(C)C)sc(C)c1C	1.1	6	1.1	-1	-6	0.8	-11	92	22	-7
CCN(C(=O)Cn1cc(C(C)=O)c2ccccc21)c1ccccc1	1	0	1.1	2	0	0.8	14	96	17	-5
Cc1cc(C)cc(NC(=O)NC2CCN(CC(=O)Nc3c(C)cc(C)cc3C)CC2)c1	nt	-18	nt	-2	18	nt	nt	104	nt	nt
CN1CCN(C(c2cccc(Cl)c2)c2ccccc2Cl)CC1 (stereo unspecified)	1	-6	1.1	-1	6	1	15	99	2	-6
Cc1ccc(NC(=S)N(CCCN2CCOCC2)Cc2ccco2)cc1C	0.86	20	1	3	-20	1.2	3	93	-20	-2
Cc1cc(C)cc(C(=O)NC2C(=O)N3C(C(=O)O)=C(CSc4nnc(C)s4)CSC23)c1 (stereo unspecified)	1.3	-1	1.1	-3	1	0.7	3	93	25	-8
O=P(O)(CCc1ccccc1)CN1CCCCC1	1.1	16	1	4	-16	1	7	101	2	2
COc1ccc(-c2nn3c(-c4ccccc4)nnc3s2)cc1OC	0.98	12	1	-9	-12	0.7	-3	114	35	1
O=C(O)Cc1ccc(C(=O)c2cccs2)s1	1.1	6	1	-5	-6	1	5	98	1	-2
COc1cc(/C=C/C(=O)OCC(=O)Nc2ccc(C)c(S(=O)(=O)N3CCCCC3)c2)ccc1O	0.64	7	1	-6	-7	0.8	0	105	15	0
Cc1cnnc2ccc3c(no[n+]3[O-])c12	1.5	-5	1.1	-3	5	0.6	10	96	42	-8
C=CCC(CC=C)(NC(=O)c1ccccc1C)c1ccccc1	1	-5	1.1	-3	5	1	3	108	4	-9
CC1C(=O)Nc2ccccc2N1C(=O)c1ccccc1 (stereo unspecified)	0.97	43	1	-5	-42	1	-1	99	5	0
O=S(=O)(c1ccc(Cl)cc1Br)N1CCCCC1	1.1	20	1.1	-21	-20	0.9	-15	97	12	-6
COc1ccccc1CNC(=O)C(CC(C)C)NC(=O)C1CCC(C)CC1 (stereo unspecified)	1.2	-6	1	12	6	0.9	16	96	10	-2
O=C1CCC/C1=c1\s/c(=C\c2cccnc2)c(=O)n1-c1ccccc1	0.64	-2	1	1	2	0.9	3	89	9	-1
COc1cc(OC)c(NC(=O)CCNS(=O)(=O)c2cc(Br)cnc2N)cc1Cl	0.79	1	1.1	7	-1	0.8	-17	99	20	-10
COc1cccc(-c2nc(N3CC(C)CC(C)C3)c3ccccc3n2)c1O (stereo unspecified)	0.58	-12	1.1	-16	12	0.8	-1	96	25	-6
CNC(=O)c1cc(OCC(F)(F)F)ccc1OCC(F)(F)F	1.4	-8	1.1	-3	8	0.9	6	101	5	-13
COCC(=O)Nc1cc(C(=O)NCC(C)C)ccc1Cl	1.3	-3	1	-9	3	0.9	6	92	5	-5
O=C(NC1CCCCC1)N(Cc1cc2cc3c(cc2[nH]c1=O)OCCO3)CC1CCCO1 (stereo unspecified)	0.98	-3	1	-4	3	0.8	6	112	22	-5
COC(=O)c1ccsc1NC(=O)CSc1nnnn1Cc1ccccc1	1.2	5	1.1	-7	-5	1	4	90	-2	-10
C/C(O)=C(\C#N)c1nnc2n1CCCCC2	1.1	13	1	4	-13	1	5	100	0	-1

14 entries from above, with bars between the fields:
molecule | NF-kB neuron act | APP 5'UTR act | FLuc stim CS | TLR4 MyD88 comp | APP transl inh | Diaph act CS | G6PDH CS | STAT1 activator | Diaphorase inh | FLuc inhib CS
O=C(O)Cc1ccc(C(=O)c2cccs2)s1 | 1.1 | 6 | 1 | -5 | -6 | 1 | 5 | 98 | 1 | -2
COc1cc(/C=C/C(=O)OCC(=O)Nc2ccc(C)c(S(=O)(=O)N3CCCCC3)c2)ccc1O | 0.64 | 7 | 1 | -6 | -7 | 0.8 | 0 | 105 | 15 | 0
Cc1cnnc2ccc3c(no[n+]3[O-])c12 | 1.5 | -5 | 1.1 | -3 | 5 | 0.6 | 10 | 96 | 42 | -8
C=CCC(CC=C)(NC(=O)c1ccccc1C)c1ccccc1 | 1 | -5 | 1.1 | -3 | 5 | 1 | 3 | 108 | 4 | -9
CC1C(=O)Nc2ccccc2N1C(=O)c1ccccc1 (stereo unspecified) | 0.97 | 43 | 1 | -5 | -42 | 1 | -1 | 99 | 5 | 0
O=S(=O)(c1ccc(Cl)cc1Br)N1CCCCC1 | 1.1 | 20 | 1.1 | -21 | -20 | 0.9 | -15 | 97 | 12 | -6
COc1ccccc1CNC(=O)C(CC(C)C)NC(=O)C1CCC(C)CC1 (stereo unspecified) | 1.2 | -6 | 1 | 12 | 6 | 0.9 | 16 | 96 | 10 | -2
O=C1CCC/C1=c1\s/c(=C\c2cccnc2)c(=O)n1-c1ccccc1 | 0.64 | -2 | 1 | 1 | 2 | 0.9 | 3 | 89 | 9 | -1
COc1cc(OC)c(NC(=O)CCNS(=O)(=O)c2cc(Br)cnc2N)cc1Cl | 0.79 | 1 | 1.1 | 7 | -1 | 0.8 | -17 | 99 | 20 | -10
COc1cccc(-c2nc(N3CC(C)CC(C)C3)c3ccccc3n2)c1O (stereo unspecified) | 0.58 | -12 | 1.1 | -16 | 12 | 0.8 | -1 | 96 | 25 | -6
CNC(=O)c1cc(OCC(F)(F)F)ccc1OCC(F)(F)F | 1.4 | -8 | 1.1 | -3 | 8 | 0.9 | 6 | 101 | 5 | -13
COCC(=O)Nc1cc(C(=O)NCC(C)C)ccc1Cl | 1.3 | -3 | 1 | -9 | 3 | 0.9 | 6 | 92 | 5 | -5
O=C(NC1CCCCC1)N(Cc1cc2cc3c(cc2[nH]c1=O)OCCO3)CC1CCCO1 (stereo unspecified) | 0.98 | -3 | 1 | -4 | 3 | 0.8 | 6 | 112 | 22 | -5
COC(=O)c1ccsc1NC(=O)CSc1nnnn1Cc1ccccc1 | 1.2 | 5 | 1.1 | -7 | -5 | 1 | 4 | 90 | -2 | -10

Continuation.
SMILES	NF-kB neuron act	APP 5'UTR act	FLuc stim CS	TLR4 MyD88 comp	APP transl inh	Diaph act CS	G6PDH CS	STAT1 activator	Diaphorase inh	FLuc inhib CS
COc1ccc(CNC(=O)CSc2nnnn2-c2ccccc2)cc1	1.2	11	1	6	-11	0.8	-1	95	17	-2
CCOc1ccc(NC(=O)c2cccnc2C(=O)O)cc1	0.91	12	1	-12	-12	0.8	13	99	22	5
CC(=O)Nc1cccc([N+](=O)[O-])c1	1.2	68	1	-9	-68	1.1	5	105	-5	-2
CCN1C(=O)c2cccc3c(Cl)ccc(c23)C1=O	1.3	11	1.1	2	-11	0.9	9	102	11	-7
CCn1nnc(-c2ccccc2NS(=O)(=O)c2ccc(S(=O)(=O)N(C)C3CCCCC3)cc2)n1	0.72	11	1.1	6	-11	0.9	2	99	11	-6
COC(=O)C1NN=C(C(=O)c2ccccc2)C1c1ccccc1 (stereo unspecified)	1.1	7	1	-9	-7	0.9	5	98	9	0
Cc1ccc2c(=O)oc(N(C)C)nc2c1	0.93	4	1	-10	-4	0.9	3	94	9	-2
C=CCn1c(SCC(=O)/C(C#N)=C(\C)N)nc2sc(CC)cc2c1=O	1.1	-20	1.1	-12	20	0.7	-3	93	29	-10
COc1ccc(NC(=O)C2CCN(S(=O)(=O)c3cccnc3)CC2)cc1Cl	0.84	-7	1.1	8	6	0.9	14	104	8	-11
COc1ccc(-c2cc3ncc(C(C)=O)c(C)n3n2)cc1	2.8	141*	0.9	-7	-141	nt	7	135*	nt	8

Screening results as filed in PubChem BioAssay.
